Screens (PubChem)
Polio RdRp inh: poliovirus RdRp elongation inhibitors, primary screen, biochemical, fluorescence polarization, total intensity | 0.66% of 150,000 active | Genome polyprotein (Poliovirus type 1 (strain Mahoney)), P03300 | poliovirus polymerase elongation; active compounds read low | AID 588519, 2011 | % elongation, % (compound at 16.7 µg/mL); in the data active = % elongation below about 90%; also: some results filed as inactive read as strong as hits
Target sequence (P03300 1749-2209 limits assumed): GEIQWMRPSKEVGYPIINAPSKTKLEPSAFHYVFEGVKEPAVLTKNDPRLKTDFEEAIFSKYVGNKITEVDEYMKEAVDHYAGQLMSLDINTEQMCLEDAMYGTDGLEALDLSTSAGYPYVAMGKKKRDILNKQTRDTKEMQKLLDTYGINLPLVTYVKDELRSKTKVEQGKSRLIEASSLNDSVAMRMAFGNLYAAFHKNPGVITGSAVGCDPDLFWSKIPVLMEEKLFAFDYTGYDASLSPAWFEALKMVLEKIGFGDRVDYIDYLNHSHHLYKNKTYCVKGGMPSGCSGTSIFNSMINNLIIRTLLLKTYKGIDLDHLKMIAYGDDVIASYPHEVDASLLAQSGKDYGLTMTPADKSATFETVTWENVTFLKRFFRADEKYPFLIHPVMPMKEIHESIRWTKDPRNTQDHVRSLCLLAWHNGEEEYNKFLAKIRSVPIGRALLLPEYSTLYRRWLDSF
Polio RdRp inh FP z-score: second read-out of Polio RdRp inh, no call of its own (marks repeat the call); z-score; measured here: FP z-score; hits read low
* hit, by the source's call; & = joins results of further samples. The list is partial (hit frequency here may not be typical).

SMILES	Polio RdRp inh	Polio RdRp inh FP z-score
O=C(Nc1ccc(F)c(Cl)c1)C1CCN(S(=O)(=O)c2ccc3c(c2)CCCN3C(=O)C2CCC2)CC1	111	1
COc1cccc(CNC(=O)Cc2c(C(=O)O)c(C)cn2C)c1	115	1.5
Cc1ccc(C2c3c(oc4ccccc4c3=O)C(=O)N2c2ccc(C)cn2)cc1 (centres undefined)	107	0.4
COc1ccc(-c2nn(C)c3sc(C(=O)N4CCN(c5cccc(C)c5C)CC4)cc23)cc1OC	111	1.1
COc1cc(C#N)ccc1Oc1nc(CN2CCOCC2)nc2scc(-c3cccs3)c12	97	-0.8
COc1cccc(CNC(=O)c2ccc3c(c2)nc2n3CCOC2)c1OC	105	-0.8
CCc1ccc(CNCc2cccs2)cc1	105	1.1
CC1Oc2ccccc2N(CCC(=O)O)C1=O (centres undefined)	101	-0.2
CCN(CC(=O)NC)S(=O)(=O)c1ccccc1	101	-0.5
COc1ccc(C(=O)NCCn2cc(SCC(=O)NCCc3ccc(OC)c(OC)c3)c3ccccc32)cc1	99	-1.7
NC(=O)N/N=C/c1cccs1	101	0
Cc1cc(F)ccc1S(=O)(=O)Nc1ccc(C(=O)N2CCCCCC2)cc1	103	0.6
CC1CC(C)CN(c2ccc(NC(=O)c3ccc(Cl)cc3)cc2C(=O)O)C1 (centres undefined)	103	-0.1
CCOC(=O)C1C(C)C2C(=O)C=CCC2N1C (centres undefined)	103	0.5
CCOC(=O)N1CCC(NC(=O)CCc2c(C)nc3c(-c4ccc(F)cc4)c(C)nn3c2C)CC1	101	-0.6
Cc1cc(O)c(CN2CCN(c3ccccc3)CC2)c2oc(=O)cc(C)c12	107	0.1
Cc1cccc(C(N)=S)c1	98	-0.9
Cc1[nH]c2ccccc2c1C(=O)COc1ccccc1	100	-0.1
COc1ccc(CCNC(=O)CCCn2c(=O)[nH]c3ccccc3c2=O)cc1OC	103	1.4
COc1ccccc1C(=O)NCc1ccc2c(c1)CCN2C(=O)c1cccc(C)c1	113	1.5
CCOc1cc(C2C(C(=O)Nc3ccccc3)=C(C)Nc3ncnn32)cc(Br)c1O (centres undefined)	103	-0.7
CC(C(=O)Nc1ccccc1)N(c1ccccc1)S(C)(=O)=O (centres undefined)	103	0.3
CC(C)c1ccc2oc(-c3ccc(NC(=O)c4cccc(Br)c4)cc3)nc2c1	104	-0.1
C=CCOC(=O)c1sc(NC(=O)c2sc3ccccc3c2Cl)nc1C	100	-0.8
O=S1(=O)C=Cc2ccc(NC(=S)Nc3ccccc3C(F)(F)F)cc21	82	-4.2
CCOC(=O)c1ccc(NC(=O)c2cnn3c(=O)c4c(n(CC)c23)CCN(Cc2ccc(OC)cc2)C4)cc1	109	0.5
O=S(=O)(Nc1ccc(CSc2ccccc2)cc1)c1ccc2c(c1)OCCO2	103	0.4
CCN(CC)C(=O)C(Sc1nnc(C2CC2)n1C1CC1)c1ccccc1 (centres undefined)	98	-0.7
O=C(c1ccc2c(c1)S(=O)(=O)N=C1CCCCCN12)N1CCN(S(=O)(=O)c2ccc(F)c(F)c2)CC1	104	0.1
O=C(CN1C(=O)CCC1=O)Nc1nc(-c2cccs2)cs1	114	1.7

Arranged by length of the SMILES (descending): some entries from above
SMILES	Polio RdRp inh	Polio RdRp inh FP z-score
CCOc1cc(C2C(C(=O)Nc3ccccc3)=C(C)Nc3ncnn32)cc(Br)c1O (centres undefined)	103	-0.7
O=S1(=O)C=Cc2ccc(NC(=S)Nc3ccccc3C(F)(F)F)cc21	82	-4.2
C=CCOC(=O)c1sc(NC(=O)c2sc3ccccc3c2Cl)nc1C	100	-0.8

Continued.
SMILES	Polio RdRp inh	Polio RdRp inh FP z-score
CCOC(=O)C1=C(CC)NC2=C(C(=O)CCC2)C1c1ccccc1 (centres undefined)	101	-0.2
COC(=O)/C(=C/c1ccc2c(c1)OCO2)NC(=O)c1ccc(C(C)(C)C)cc1	104	0.7
CCOc1ccc(NC(=O)C2(c3cccs3)CCOCC2)cc1	103	-0.8
O=C(Oc1ccccc1-c1nnco1)c1ccc(C(F)(F)F)cc1	105	1.1
COC(=O)C1CCN(S(=O)(=O)c2cccc3nsnc23)CC1	98	-1
CCOc1ccc(S(=O)(=O)NN=C2CCN(C(C)=O)CC2)cc1	103	0.3
COc1ccc(NC(=O)C(NS(=O)(=O)c2cccc3nsnc23)c2ccccc2)cc1 (centres undefined)	109	0.8
Cc1cccc(N(C)Cc2nnc(-c3ccccc3Cl)o2)c1	98	-0.3
O/N=C(/Cn1nnc(N2CCCC2)n1)c1ccc(Cl)cc1	102	-0.2
CC(C)CC(=O)NC(=S)Nc1ccc(S(=O)(=O)N=C(N)N)cc1	100	0
CC1CCc2nn(CC(=O)NCCC3=CCCCC3)cc2C1 (centres undefined)	102	-0.1
CCC(=O)Oc1ccc2c(c1)nc(C)n2CC	104	0.6
CCN=C1S/C(=C\c2ccc(N3CCOCC3)cc2C)C(=O)N1CC	101	0
CC(=O)Nc1ccc(S(=O)(=O)NC2(C(F)(F)F)NC(=O)N(c3ccc(Cl)cc3)C2=O)cc1 (centres undefined)	106	0.3
COC(=O)c1ccc(C)c(NC(=O)C(C)Sc2ccccc2)c1 (centres undefined)	99	-0.4
CC(Sc1nnc(-c2ccco2)n1Cc1ccccc1)c1nc2ccccc2c(=O)[nH]1 (centres undefined)	100	-0.2
Nc1cnc2cccc3c2c1-c1ccccc1C3=O	82	-4.8
O=C(Nc1ccc(Br)cn1)c1ccccc1	101	0.2
CC(C(=O)N1CCNC1=O)N1CCCC1c1cccs1 (centres undefined)	99	-0.4
CCC1CC(CSc2ncn[nH]2)OC1=O (centres undefined)	100	-0.3
COc1ccccc1COCC(O)CN(Cc1ccco1)Cc1ccccc1O (centres undefined)	101	-0.1
CC(Sc1ccc(S(=O)(=O)N2CCN(C)CC2)cn1)C(=O)NCC1CCCCC1 (centres undefined)	102	0
Cc1ccc(-n2nc3c(N4CCC(C(=O)N5CCC(C)CC5)CC4)nnc(C)c3c2C)cc1	102	-0.6
O=C(NCc1cccnc1)c1cn(Cc2ccccc2)nn1	100	-0.2
OCCCNc1ncnc2oc(-c3ccccc3)c(-c3ccccc3)c12	101	0.1
Cc1ncc(CO)c2cc(C(=O)Nc3ccccc3)c(=Nc3ccccc3)oc12	104	0.5
Cc1cc(-c2ccc3ccccc3n2)nc2ccc3ccccc3c12	102	0
O=C(CCN1C(=O)c2ccccc2C1=O)NC1CCCCCC1	98	-0.8
CC(C)C(=O)Nc1cnc2ccccc2c1	103	-0.1
O=C(OCC1C(COC(=O)C2CC2)C1(Cl)Cl)C1CC1 (centres undefined)	102	0.1
O=C(COC(=O)c1c2c(nc3ccccc13)CCCC2)Nc1nc2ccccc2s1	105	0.2
CCCCCS(=O)(=O)c1oc(-c2cccs2)nc1S(=O)(=O)c1ccc(C)cc1	104	-0.7
COc1ccc(-c2cn3nc(N4CCC(C(=O)NCc5cccc(Cl)c5)CC4)sc3n2)cc1	109	0.4
CN(C1CCCCC1)S(=O)(=O)c1csc(C(N)=O)c1	100	-0.4
CC(C)COc1ccc(C(=O)NCC2OCCc3ccccc32)cc1 (centres undefined)	109	0.5
Cc1cccc(NC(=O)c2oc3c(c2C)-c2[nH]ncc2CC3)c1C	103	-1
CC1CCC(C(C)C)C(OC(=O)COC(=O)c2ccncc2)C1 (centres undefined)	110	0.6
Cc1cc(Nc2cc(Cl)ccc2C)n2nc(Cc3ccccc3)nc2n1	105	-0.4
CCOC(=O)c1ccccc1NC(=O)c1ccco1	100	-0.3
O=C(Oc1c(Cl)cc(Cl)c2cccnc12)c1ccco1	98	-0.9
Cc1cc(C)n2nc(CNC(=O)c3ccc(Cl)cc3)nc2n1	106	-0.1
Cc1cc(NC(=O)C2CCC(CNS(=O)(=O)c3ccc(Br)s3)CC2)ccc1Br (centres undefined)	109	0.3
CCn1c(SCC(=O)OCC(=O)Nc2ccc3ccccc3c2)nnc1-c1cccs1	107	0.4
COc1cc2nc(CSc3ccc(Cl)cc3)n(CC#N)c(=O)c2cc1OC	105	0.3
O=[N+]([O-])c1cc(-c2nc(-c3ccccc3)no2)ccc1NCCc1ccccc1	113	1.2
Cc1cn(S(=O)(=O)c2ccc(F)cc2)cn1	103	0.6
Cc1cccc(-c2nc3c4ccccc4nc(N4CCN(c5ccccc5F)CC4)n3n2)c1	101	-1.1
COC(=O)Cn1c(CCS(=O)(=O)c2ccc(Br)cc2)nc2ccccc21	103	0.2
CCN(CCCNC(=O)c1nn(-c2ccc(OC)cc2)c(=O)c2c1c1ccccc1n2C)c1cccc(C)c1	111	0.8
COc1ccc(-c2coc3cc4oc(=O)c5c(c4cc23)CCC5)cc1F	104	0.5
Cn1c(C(C)(C)C)n[nH]c1=S	102	-0.2
O=C(OCc1ccco1)c1ccc(Cl)cc1	101	-0.3
COc1cccc(C(=O)N2CCCCC2CCN2CCCCC2)c1 (centres undefined)	112	1.4
Cc1cc(Br)ccc1NC(=O)c1sc2ncn(Cc3ccccc3Cl)c(=O)c2c1C	105	0.1
O=C(Nc1c(Cl)cccc1Cl)c1cc(-c2ccc3c(c2)OCO3)on1	107	0.6
COCc1cc(C)nc(SC)c1C#N	101	0.5
Cn1c(=O)n(C)c2cc(N3CCOCC3)c(NC(=O)c3ccccc3Br)cc21	102	-0.8
O=C(OCc1cc(=O)n2c(n1)sc1ccccc12)c1ccccc1	100	0
Nc1nc(OCC(F)(F)F)nc(OCC(F)(F)F)n1	100	-0.1
O=C(Cc1ccc2c(c1)OCCO2)N1CCc2ccccc21	105	0.3
Next part:
SMILES	Polio RdRp inh	Polio RdRp inh FP z-score
O=C(Oc1ccc(-c2nnco2)cc1)c1sc2ccccc2c1Cl	105	0.7
CCc1nn(CC(=O)N2CCN(c3cccc(OC)c3)CC2)c(=O)c2cc3occc3n12	110	0.1
CCN(CC)c1nc2ccccc2n(Cc2cccc(OC)c2)c1=O	102	0
COc1ccc(CCNC(=O)CCCn2nc(C)c3sc4ccccc4c3c2=O)c(OC)c1	106	-0.2
COc1ccc(CCNc2ncnc3c2oc2ccccc23)cc1	102	-0.2
NC(=O)c1ccccc1NS(=O)(=O)c1cccc(C(F)(F)F)c1	102	0.1
O=C(CN1C(=O)C2CC=CCC2C1=O)NCc1cccs1 (centres undefined)	102	0
COC(=O)c1ccccc1NC(=O)C(C)C	98	-0.6
COc1ccc(NCc2nnc(SCC(=O)c3ccc(C)cc3)o2)cc1	103	0.5
CCOC(=O)CSc1nc2c(C)ccc(C)c2cc1C#N	102	-0.2
O=C1C/C(=N\NC(=S)Nc2ccc(S(=O)(=O)N3CCOCC3)cc2)c2ccccc21	112	1.1
Cc1ccc(NC(=O)CSc2cn(CC(=O)N3CCCC3)c3ccccc23)cc1Cl	121	0.6
COc1ccc(NC(=O)c2oc3ccccc3c2NC(=O)Cc2coc3ccc(C)cc23)cc1	119	0.3
O=C(O)CCC(=O)NCc1ccc(C(=O)O)cc1	102	0.1
COc1ccc(N2CCN(C(=O)CCc3c(C)nc4cc(-c5ccc(Cl)cc5)nn4c3C)CC2)cc1	106	-0.2

Whole records, quoted from the list.
O=C1C/C(=N\NC(=S)Nc2ccc(S(=O)(=O)N3CCOCC3)cc2)c2ccccc21 is listed with Polio RdRp inh: 112; Polio RdRp inh FP z-score: 1.1
COc1ccc(N2CCN(C(=O)CCc3c(C)nc4cc(-c5ccc(Cl)cc5)nn4c3C)CC2)cc1 is listed with Polio RdRp inh: 106; Polio RdRp inh FP z-score: -0.2

Gathered by group: the entries above containing bromine (7)
SMILES	Polio RdRp inh	Polio RdRp inh FP z-score
CCOc1cc(C2C(C(=O)Nc3ccccc3)=C(C)Nc3ncnn32)cc(Br)c1O (centres undefined)	103	-0.7
CC(C)c1ccc2oc(-c3ccc(NC(=O)c4cccc(Br)c4)cc3)nc2c1	104	-0.1
O=C(Nc1ccc(Br)cn1)c1ccccc1	101	0.2
Cc1cc(NC(=O)C2CCC(CNS(=O)(=O)c3ccc(Br)s3)CC2)ccc1Br (centres undefined)	109	0.3
COC(=O)Cn1c(CCS(=O)(=O)c2ccc(Br)cc2)nc2ccccc21	103	0.2
Cc1cc(Br)ccc1NC(=O)c1sc2ncn(Cc3ccccc3Cl)c(=O)c2c1C	105	0.1
Cn1c(=O)n(C)c2cc(N3CCOCC3)c(NC(=O)c3ccccc3Br)cc21	102	-0.8

Going on with the list.
SMILES	Polio RdRp inh	Polio RdRp inh FP z-score
CCc1ccc(NC(=O)C(C)Sc2cccc[n+]2[O-])cc1 (centres undefined)	104	0.7
CN1C=NS(=O)(=O)c2ccccc21	106	1.4
O=C(Nc1ccc2oc(-c3cccnc3)nc2c1)c1cccs1	99	-0.6
CN(C)c1ccc(C(c2nnnn2CCOC(=O)Nc2ccc(Cl)cc2)N2CCOCC2)cc1 (centres undefined)	103	0.3
NC(=O)COC(=O)c1ccc2c(c1)OCO2	102	-0.1
Cc1ccc(NC(=O)CN2C(=O)C(c3ccc(F)cc3)=NC23CCCCC3)c(C)c1	110	0.7
CCN1C/C(=N\S(=O)(=O)c2ccccc2)N(CC)C1=O	100	0.1
O=C(CSc1nc2ccccc2n1Cc1ccc(F)cc1)N1CCN(c2ccc(F)cc2)CC1	109	0.6
Cc1cccc2c1-c1sc(C(=O)N(C)c3cccc(Cl)c3)cc1CO2	102	-0.6
CCCC(=O)Nc1cc2nn(-c3ccc(C)cc3)nc2cc1C	100	-0.3
COc1ccc(Cl)cc1CNCCSc1nnnn1C	106	0.3
COc1ccccc1OCC(O)CO (centres undefined)	101&100	0.1&-0.1
